B2AR arrestin: beta2AR (human) beta-arrestin recruitment activity; P07550; beta-arrestin recruitment to beta2AR, cell-based reporter; Potency, µM (doses to about 46.1 µM), for the others: top-dose activation, usual class: activators; 330,000 compounds, 0.02% hits; AID 492947;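 note: potency is the fitted concentration of half-maximal effect; 0% = DMSO controls and full agonism = EC100 isoproterenol or metaproterenol; nearly all actives have a fitted effect of over 65% in size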
Target sequence (P07550 whole entry, looked up): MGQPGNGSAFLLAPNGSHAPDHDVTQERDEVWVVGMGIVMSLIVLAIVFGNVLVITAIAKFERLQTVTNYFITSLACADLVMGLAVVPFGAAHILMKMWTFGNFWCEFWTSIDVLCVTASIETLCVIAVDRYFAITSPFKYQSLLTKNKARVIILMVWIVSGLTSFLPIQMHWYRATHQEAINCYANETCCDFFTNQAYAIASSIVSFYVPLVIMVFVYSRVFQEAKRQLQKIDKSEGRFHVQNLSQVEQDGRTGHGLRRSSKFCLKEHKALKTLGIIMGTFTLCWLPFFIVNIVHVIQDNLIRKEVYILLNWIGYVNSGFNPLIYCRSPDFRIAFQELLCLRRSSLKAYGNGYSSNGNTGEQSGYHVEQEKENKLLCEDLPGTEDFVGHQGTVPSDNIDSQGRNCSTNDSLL
ASM inhibitor: blocks human secretory acid sphingomyelinase | P17405 | placental ASM, HMU-PC fluorogenic substrate, 60 min | Potency, µM (doses to about 57.5 µM), without a hit: at the top dose activity change, negative = inhibition, hits mostly inhibitors | 340,000 compounds, 0.006% hits; note: potency is the fitted concentration of half-maximal effect
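Human placenta-derived ASM preincubated with compound 10 min at room temperature, then reacted with 9 uM (final) fluorogenic HMU-PC substrate for 60 min at 37 C. Stop solution raises pH to 10; fluorescence read at Ex 386/Em 447 nm.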
p53 reactivation: restores transcriptional activity of mutant p53; H1299 p53-A138V BP100-luciferase reporter, luminescence, 24 h; Potency, µM (titrated, usually from 92.2 µM), without a hit: at the top dose activity change, positive = activation, usual class: activators; 320,000 compounds, 0.063% hits; note: potency is the fitted concentration of half-maximal effect; % of control where 0% means no effect; nearly all actives have a fitted effect of over 45% in size
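H1299 (p53-null), stable ts p53-A138V + BP100-Luc; 1000 cells/well, Opti-MEM/10% FBS; cpd 4 pt, 1:5; 24 h, 37 deg C, 5% CO2; detection reagent 10 min RT; luminescence.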
Eya2 phos inh: inhibitors of human Eya2 phosphatase activity | recombinant Eya2, OMFP fluorescence dephosphorylation (OMFP is methylfluorescein phosphate) | Potency, µM (top dose mostly 76.9 µM), inactives show at the highest dose activity, negative = inhibition, usual class: inhibitors | 330,000 compounds, 0.006% hits | AID 488837; note: potency is the fitted concentration of half-maximal effect; % is set by controls: 0 for no effect and ±100 for the full control effect
Target sequence (O00167 whole entry, looked up): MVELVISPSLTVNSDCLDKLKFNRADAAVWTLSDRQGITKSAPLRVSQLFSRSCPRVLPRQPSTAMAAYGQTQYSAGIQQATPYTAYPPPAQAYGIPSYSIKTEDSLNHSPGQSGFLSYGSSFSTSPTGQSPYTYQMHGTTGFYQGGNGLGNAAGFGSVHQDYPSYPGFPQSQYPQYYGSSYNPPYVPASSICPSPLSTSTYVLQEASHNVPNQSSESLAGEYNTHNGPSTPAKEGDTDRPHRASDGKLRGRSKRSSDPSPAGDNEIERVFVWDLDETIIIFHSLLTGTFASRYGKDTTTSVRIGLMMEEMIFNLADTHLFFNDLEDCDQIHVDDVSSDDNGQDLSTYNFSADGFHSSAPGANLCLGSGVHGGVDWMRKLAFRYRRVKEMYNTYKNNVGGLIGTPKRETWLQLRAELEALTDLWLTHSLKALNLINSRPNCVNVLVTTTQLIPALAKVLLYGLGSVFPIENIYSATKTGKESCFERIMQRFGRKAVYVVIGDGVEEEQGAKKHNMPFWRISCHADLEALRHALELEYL
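Eya2 (0.2 uM) preincubated 10 min at ambient with compound, then OMFP substrate added at 50 uM; 10 min reaction in 50 mM HEPES pH 7.5, 50 mM NaCl, 5 uM MgCl2, 0.05% BSA, 1 mM DTT. Fluorescence read at Ex 485/Em 525 nm.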
USP2a block: USP2a (human) protease inhibition | AID 463254 | 330,000 compounds, 0.01% hits | USP2 core, Ub-CHOP2 coupled fluorogenic reporter, 485/531 | Potency, µM (titrated, usually from 38.3 µM), inactives show top-dose activity change, negative = inhibition, most hits filed as inhibitors;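 note: potency is the fitted concentration of half-maximal effect; plate controls were DMSO wells for no effect and full inhibition by NEM control for full effect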
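Deubiquitinase activity read as fluorescence (485/531 nm) after Ub-CHOP2 cleavage activates the enterokinase reporter on its substrate; USP2 core 10nM, Ub-CHOP2 and substrate 25nM each, 30min compound preincubation then 60min RT; data normalized to NEM, curves fitted.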
PTAP TSG101 blk: blocks PTAP/TSG101 interaction to inhibit HIV-1 budding | Q99816 | Fluorescence polarization, FITC-PTAP peptide / Tsg101 binding | Potency, µM (doses to about 115 µM), for inactives: top-dose activity change, negative = inhibition, hits mostly inhibitors | 340,000 tested, under 10 active | AID 493005; active = well fitted inhibition curve with a large enough effect in the main read-out, with a control signal flat, not every such curve was filed as active; inconclusive = small, poorly fitted or top-dose-only effect, or effect the other way, or a change in a side signal; inactive = no such curve, though single readings can be large or run the other way; note: potency is the fitted concentration of half-maximal effect; % of control where 0% means no effect
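Fluorescence anisotropy tracks displacement of a FITC-tagged PTAP peptide (50 nM) from the Tsg101 binding domain (10 uM), following a 20 min room-temperature incubation at pH 7.5.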
uPA generation: inhibitors of cell surface uPA generation. cell surface uPA generation assay, qHTS. Potency, µM (doses to about 38.3 µM), for the others: at the highest dose activity change, negative = inhibition, actives largely listed as inhibitors. 330,000 compounds, 0.31% hits. AID 540303; active = well fitted inhibition curve with a large enough effect; inconclusive = small, poorly fitted or top-dose-only effect; inactive = no such curve, though single readings can be large or run the other way; tested in mouse RAW 264.7 cells; note: potency is the fitted concentration of half-maximal effect; % is set by controls: 0 for no effect and ±100 for the full control effect; nearly all actives have a fitted effect of over 55% in size
ELG1 genotox: induces genotoxicity in HEK293T cells with luciferase-tagged ELG1 | HEK293T ELG1-luciferase reporter, luminescence, 16 h | 330,000 compounds, 1.3% hits | Potency, µM (series often up to 46 µM), for inactives: at the top dose activity change, positive = activation, usual class: activators; note: potency is the fitted concentration of half-maximal effect; % of control where 0% means no effect; nearly all actives have a fitted effect of over 60% in size
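Quantitative HTS format in 1536-well plates. HEK293T ELG1-luciferase reporter cells receive test compound and are incubated 16 hr at 37 °C, 5% CO2; ONE-Glo added, 30 min room temperature, then luminescence read.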
BRCA1 expr up: BRCA1 expression activation; MCF7-BRCA1-FFLuc reporter, luminescence, 48 h; response scale: scaled: vehicle 0%, 10 µM genistein 100%; Potency, µM (highest dose often 46.1 µM), inactives show at the highest dose activation, hits mostly activators; 380,000 compounds, 1.1% hits; note: potency is the fitted concentration of half-maximal effect; nearly all actives have a fitted effect of over 80% in size; some results filed as inactive show a strong effect at the top dose
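Quantitative HTS in MCF7 cells stably reporting BRCA1 expression via firefly luciferase. Compound treatment lasts 48 h at 37 °C in phenol-red free MEM. Activation is expressed relative to genistein at 10 microM and DMSO.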
TRPV1 agonist: activates the human vanilloid receptor TRPV1. Q8NER1. TRPV1-expressing cells, Fluo-8 calcium influx, agonist mode. activation, % at 8.33 µM. 320,000 compounds, 0.19% hits. AID 540275; in the data active = activation above about 80%; inconclusive = between about 30% and that limit; note: 0% is about no effect
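TRPV1-expressing cells were cultured overnight at 35.5C and loaded with Fluo-8 calcium dye for 40 to 90 min at room temperature. After a 10 s baseline, compound was added and calcium influx was read kinetically for 3 min (ex 480/em 520 nm).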
Integrin act MD: activates integrin-mediated alleviation for muscular dystrophy; alpha7betagal myoblasts, beta-gal FDG fluorescence, 48 h; Potency, µM (top dose mostly 38.3 µM), inactives show at the top dose activation, most hits filed as activators; 350,000 compounds, 0.064% hits;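 note: potency is the fitted concentration of half-maximal effect; 100% = response of the positive control SU9516; nearly all actives have a fitted effect of over 60% in size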
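Alpha7betagal+/- myoblasts (passage 13) were plated 16-24 hr, then exposed to compounds (1:260 dilution of DMSO stock) for 48 hours at 37C. After MPER lysis, β-galactosidase reporter activity was read as FDG fluorescence (ex 480/em 540) after 30 minutes.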
Numbers without * were called inactive; ? = inconclusive; . = no result given; [ ] = another dose, or the depositor's remark. Unless noted, calls come from the whole dose curve; as a rule, active = well fitted curve in the direction sought with a large enough effect; inconclusive = small, poorly fitted or top-dose-only effect, or another doubt; inactive = no such curve, though single readings can be large; an effect the other way counts as inactive or inconclusive. Compounds as they come; 2.6% or so of the library scored in one or more.

SMILES | B2AR arrestin | ASM inhibitor | p53 reactivation | Eya2 phos inh | USP2a block | PTAP TSG101 blk | uPA generation | ELG1 genotox | BRCA1 expr up | TRPV1 agonist | Integrin act MD
Cc1cc(C(=O)c2ccc3ccccc3c2)c(C)o1 | . | -1.7% | . | . | . | -1.2% | 2.9% | . | 25.3% | . | 0.0%
CC(C)Cn1c(SCC(=O)N2CCCc3ccccc32)nc2ccccc2c1=O | 2.7% | -0.7% | -0.3% | 2.2% | -2.7% | 7.8% | 13.5% | -13.1% | -50.4% | ? | 1.5%
O=C(CCCN=C1NS(=O)(=O)c2ccccc21)OCc1cc([N+](=O)[O-])cc2c1OCOC2 | 0.3% | 1.4% | -6.4% | -2.5% | 2.0% | -2.0% | 10.1% | -4.7% | -42.1% | 0.6 | -1.6%
NC(=O)C(=CNc1nc(-c2ccc(Cl)c(Cl)c2)cs1)C(N)=O | 0.3% | . | 9.2% | -9.8% | -2.9% | . | . | 7.9% | . | -11.7 | .
Cc1ccc(Nc2nc3c([nH]2)c(=O)n(C)c(=O)n3C)cc1 | 0.2% | -2.7% | 9.7% | -21.9% | 4.0% | -2.9% | . | -3.1% | -43.7% | -4.4 | -23.5%
Cc1ccc(S(=O)(=O)N(C)c2ccc(OCC(=O)OCc3ccc(C#N)cc3)cc2)cc1 | 0.0% | -0.2% | 8.5% | -1.3% | 0.0% | -0.7% | 6.4% | 2.7% | -3.1% | . | 17.0%
COCCn1c(SCC(=O)Nc2ccccc2)nnc1-c1ccoc1C | -0.3% | 0.8% | 5.3% | -22.3% | 0.0% | -10.6% | -1.4% | 0.4% | -0.8% | -4.0 | -1.4%
CC(=O)Oc1ccc(C(=O)Nc2ccccc2C(=O)N2CCCCC2)cc1 | -0.6% | 5.1% | -1.9% | 8.1% | -1.7% | -6.0% | 2.2% | 1.1% | 14.6% | 2.4 | 0.0%
OC1(c2cccc(F)c2)CCN(Cc2ccncc2)CC1 | -0.1% | 2.1% | -3.9% | 3.3% | 0.2% | -5.7% | -3.0% | -5.1% | 0.0% | -2.3 | 6.9%
Oc1c(Br)cc(Br)cc1C=Nc1cccnc1 | 0.1% | 3.7% | 14.9% | 2.4% | 2.4% | -7.5% | -9.6% | -1.7% | -66.2% | -1.3 | -15.6%
CC1(C)OC(=O)C(=NNc2ccccc2[N+](=O)[O-])C(=O)O1 | 0.4% | 2.3% | 4.6% | ? | -0.3% | -0.3% | -4.9% | 0.5% | -0.3% | -0.9 | 18.1%
Cc1onc(-c2ccccc2Cl)c1C(=O)NCc1ccccn1 | -0.1% | 2.5% | -0.2% | 4.9% | -0.2% | -5.1% | . | 0.0% | 10.6% | 1.2 | 1.6%[7.66 µM]
CCOC(=O)CNS(=O)(=O)c1ccc(S(=O)(=O)NC2CC2)cc1 | -0.5% | -0.9% | . | 2.2% | 1.8% | 0.5% | 0.8% | 0.1% | 9.9% | -0.6 | -37.1%[inhibitor]
Cc1c(Cl)cccc1NC(=O)CCN1C(=O)C2CC=CCC2C1=O (stereo not given) | -0.8% | 0.2% | -10.6% | 3.1% | 1.6% | . | -18.0% | 2.4% | -13.5% | 13.0 | 1.9%
O=C(c1cc(Cl)ccc1Cl)N1CCc2ccccc21 | 0.4% | -3.0% | 10.4% | -3.6% | -2.0% | -8.1% | -1.6% | -2.2% | -7.4% | 6.9 | 13.5%
CCN(CC(=O)Nc1ccc(NC(C)=O)cc1)C(=O)c1ccccc1SCc1c(C)noc1C | 0.0% | -1.3% | -2.5% | 22.6% | 0.7% | 0.7% | -2.5% | 4.1% | -6.8% | 0.3 | -15.2%
CC(C)(C)CC(C)(C)N1CNC(=S)NC1 | -1.0% | -1.5% | -1.3% | -11.9% | 6.7% | -7.7% | 10.1% | -2.3% | 2.2% | -0.6 | -0.9%
CC(C)NS(=O)(=O)c1ccc(OCC(=O)N2CCN(c3ccccc3)CC2)cc1 | -0.1% | 2.7% | 0.8% | 7.5% | -0.7% | 0.7% | 4.0% | -6.4% | 2.1% | -0.3 | -8.0%
O=C1c2ccccc2C(=O)C1c1ccc(Br)cc1 | -1.0% | 1.8% | 30.3% | 1.7% | 0.5% | -6.6% | 0.2% | ? | 17.7% | -1.8 | 18.4%
O=C(Cn1ccn(-c2ccc(F)c(F)c2)c(=O)c1=O)NCCc1ccccc1 | -0.3% | -2.5% | 3.1% | 0.4% | -1.0% | 0.4% | 0.3% | -1.0%[9.26 µM] | 16.3% | -4.6 | 15.4%
Cc1cccc(C)c1OCCSc1nc2ccccc2n1CC(=O)O | -0.2% | 2.9% | 8.7% | 1.6% | -0.3% | -2.4% | -0.8% | 0.4% | -22.0% | 7.9 | -10.5%
O=C(O)CNc1nc(-c2ccccc2)nc2ccccc12 | -0.1% | 0.3% | 7.5% | 13.6% | -0.3% | -2.3% | 4.0% | -2.0% | -1.6% | -1.1 | 13.9%
FC(F)(F)C1=Nc2cccc3cccc(c23)N1 | 0.0% | -4.8% | -7.6% | -12.0% | 10µM* | 0.2% | 0.4% | -2.4% | -19.0% | -3.8 | -0.2%
Cc1ccc(-c2nn(-c3ccccc3)cc2CO)o1 | -0.5% | 0.5% | ? | 0.8% | 1.7% | -6.1% | -4.2% | ? | 3.55µM* | -2.1 | 1.8%
CCOc1ccc(NC(=O)CCS(=O)(=O)c2ccc3c(c2)CCCN3C(=O)CC)cc1 | 0.3% | -0.1% | -1.9% | 14.7% | -1.0% | -6.5% | 3.4% | -0.6% | -24.9% | 3.7 | -9.9%
CC1(C)OC(=O)C(=NNc2ccc(Br)cc2)C(=O)O1 | ? | 0.5% | 8.9% | 1.1% | 3.7% | -1.7% | 0.3% | 2.2% | -5.2% | 22.7 | -9.6%
N#CCCn1cc(C(=O)NCc2ccccc2)c(-c2cccs2)n1 | -0.1% | 2.6% | 1.2% | 15.8% | 0.9% | 2.0% | 0.3% | 2.4% | 0.1% | -2.2 | -24.1%
Nc1nonc1-n1nnc(C(=O)N/N=C/c2cccs2)c1-c1ccc2c(c1)OCO2 | 0.2% | -2.2% | -10.2% | 2.4% | 0.4% | 3.8% | -3.0% | -2.3% | -38.4% | 2.1 | 66.2%
COc1ccc2c(CC(=O)OCC(=O)Nc3ccccc3[N+](=O)[O-])coc2c1 | -0.2% | -6.3% | -1.7% | 2.4% | -1.0% | 0.1% | 12.5% | 1.3% | -0.5% | -2.7 | 6.1%
COc1ccc(NC(=O)C2(N(CC(C)C)C(=O)Cn3nnnc3N)CCCCC2)cc1 | -0.2% | 8.6% | 1.2% | -3.4% | 2.5% | -4.0% | 4.0% | -1.2% | -10.6% | 0.3 | 16.7%
O=C(CSc1nnnn1-c1ccccc1)Nc1ncc(Cc2ccccc2Cl)s1 | -0.9% | 1.9% | -1.5% | 1.0% | 0.6% | -6.5% | 4.5% | 3.4% | 7.8% | -1.7 | -25.3%
COc1ccc(CCNC(=O)CS(=O)(=O)Cc2nc(-c3ccc(C)cc3)oc2C)cc1OC | 0.0% | -4.6% | -10.0% | 3.4% | 0.9% | 2.3% | 3.3% | -4.3% | -14.0% | 4.1 | 3.4%
CC(=O)c1c(C)[nH]c(C(=O)OC(C)C(=O)Nc2cc(S(=O)(=O)N3CCCCC3)ccc2Cl)c1C (stereo not given) | -0.3% | -2.8% | -5.9% | 6.9% | 1.8% | -1.7% | -2.1% | -0.2% | -16.3% | 4.9 | 9.0%
CC1(C)c2[nH]c3ccccc3c2C[C@H]2C(=O)N(CCCO)CC(=O)N21 | -0.2% | 0.6% | 1.7% | 4.2% | 0.5% | -0.7% | -4.1% | -0.5% | -3.7% | 1.5 | 7.2%
Cc1ccc(-c2nnc(SCC(=O)N/N=C/c3c(C)nn(-c4ccccc4)c3C)n2-c2ccccc2)cc1 | -0.2% | -12.5% | 3.4% | -3.0% | 3.5% | -4.3% | 0.5% | -8.1% | -30.4% | 22.2 | -8.2%
CCOC(=O)N1CCC(N2CCN(Cc3ccc(C)o3)C(CCO)C2)CC1 (stereo not given) | 0.3% | 6.7% | -2.6% | -1.4% | 1.6% | -2.7% | -3.4% | 1.4% | -8.1% | -0.9 | -0.6%

Screening results deposited in PubChem BioAssay by National Center for Advancing Translational Sciences (NCATS).
